GALK inh – inhibitors of human galactokinase (GALK) | Potency, µM (highest dose often 57.5 µM), inactives show top-dose activity, negative = inhibition, usual class: inhibitors | 44,000 tested, under 10 active | P51570 | recombinant GALK, Kinase-Glo ATP luminescence, 1 h | AID 1347072;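 further: plate controls were full GALK reaction for no effect and reaction lacking GALK for full effect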
Target sequence (P51570 whole entry, looked up): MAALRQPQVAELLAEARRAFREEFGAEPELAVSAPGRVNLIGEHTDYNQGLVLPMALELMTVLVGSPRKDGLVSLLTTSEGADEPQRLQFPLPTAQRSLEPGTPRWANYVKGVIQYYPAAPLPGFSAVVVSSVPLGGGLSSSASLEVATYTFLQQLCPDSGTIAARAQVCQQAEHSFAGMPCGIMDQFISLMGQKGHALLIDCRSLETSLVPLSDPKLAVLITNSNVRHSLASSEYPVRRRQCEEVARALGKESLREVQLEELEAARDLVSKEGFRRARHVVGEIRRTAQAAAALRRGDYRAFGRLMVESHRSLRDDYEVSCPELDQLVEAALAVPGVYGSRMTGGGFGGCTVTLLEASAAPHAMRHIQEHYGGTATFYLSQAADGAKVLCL
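Human GALK (5 nM) was incubated with 35 uM ATP and 100 uM galactose in 20 mM HEPES pH 8.0 with MgCl2, NaCl, DTT and BSA for 1 h at room temperature. Remaining ATP was measured by Kinase-Glo Plus luminescence.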
B2AR arrestin ag – ADRB2 beta-arrestin recruitment | HTLA Tango cells, beta-arrestin recruitment, luciferase luminescence, 18 h | Potency, µM (highest dose often 46.1 µM), for the others: top-dose activation, hits mostly activators | 44,000 tested, under 10 active | AID 1347077;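 further: potency means the concentration at half of the fitted maximal effect; 0% = DMSO and full agonism = EC100 isoproterenol or metaproterenol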
Target sequence (P07550 whole entry, looked up): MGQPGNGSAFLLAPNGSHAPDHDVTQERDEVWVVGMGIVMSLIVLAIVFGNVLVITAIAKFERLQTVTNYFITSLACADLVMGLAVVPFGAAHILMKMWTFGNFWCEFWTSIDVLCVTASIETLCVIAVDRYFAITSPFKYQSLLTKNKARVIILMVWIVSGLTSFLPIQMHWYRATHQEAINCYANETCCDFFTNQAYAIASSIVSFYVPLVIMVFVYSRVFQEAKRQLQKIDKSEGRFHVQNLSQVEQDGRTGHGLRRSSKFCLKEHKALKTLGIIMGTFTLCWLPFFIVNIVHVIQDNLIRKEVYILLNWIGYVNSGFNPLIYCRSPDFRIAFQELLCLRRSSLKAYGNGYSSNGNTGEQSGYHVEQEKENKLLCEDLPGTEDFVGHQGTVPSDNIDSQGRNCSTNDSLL
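Luminescence read-out: arrestin recruitment to recombinant beta2-AR releases tTA, inducing luciferase. Cells exposed 18 hr at 37 degrees C to up to 46 microM compound; %Activity from corrected signal, concentration-response curves classified by r2, magnitude and efficacy.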
FH mod – Identification of activators of human fumarate hydratase by quantitative high-throughput screening; FH coupled MDH/diaphorase resazurin fluorescence, 15 min; 54,000 tested, 0.22% active; Fumarate hydratase, mitochondrial (Homo sapiens), P07954; Potency, µM (series often up to 79.9 µM), for the others: at the top dose activity change, negative = inhibition, usual class: inhibitors; further: potency means the concentration at half of the fitted maximal effect; on the % scale 0 is the no-effect control and ±100 the full control effect; the screen sought activators but most active calls are inhibition curves; nearly all actives have a fitted effect of over 45% in size
TSG101-PTAP inh – TSG101-PTAP interaction inhibition, HIV-1 budding; Q99816; Potency, µM (highest dose often 115 µM), without a hit: at the highest dose activity change, negative = inhibition, usual class: inhibitors; Fluorescence polarization, FITC-PTAP peptide/Tsg101, 20 min; 44,000 tested, under 10 active; further: potency means the concentration at half of the fitted maximal effect; 0% is about no effect
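qHTS FP binding, 20 min r.t.: 10 uM Tsg101 domain + 50 nM FITC-PTAP peptide, pH 7.5 HEPES buffer with TCEP and EDTA.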
NTMT1 inhibitor – NTMT1 methyltransferase inhibition; Q9BV86; NTMT1 MTase-Glo SAH luminescence, purified enzyme; Potency, µM (doses to about 114 µM), for the others: at the highest dose activity change, negative = inhibition, usual class: inhibitors; 59,000 tested, 2.5% active;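 further: potency means the concentration at half of the fitted maximal effect; plate controls were DMSO vehicle for no effect and no enzyme for full effect; nearly all actives have a fitted effect of over 65% in size; many of its hits are not listed in these tables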
Target sequence (Q9BV86 whole entry, looked up): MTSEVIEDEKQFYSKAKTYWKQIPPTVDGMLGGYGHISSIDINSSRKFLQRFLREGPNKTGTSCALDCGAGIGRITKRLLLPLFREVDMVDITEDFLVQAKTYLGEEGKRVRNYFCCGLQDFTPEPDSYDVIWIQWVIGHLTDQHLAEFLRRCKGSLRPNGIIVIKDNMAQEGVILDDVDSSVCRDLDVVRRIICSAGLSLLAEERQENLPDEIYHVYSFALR
p53null 32C tox – p53 null cell cytotoxicity, permissive temperature; H1299-neo p53 null cells, ATP luminescence, 24 h, 32C; Potency, µM (doses to about 46.1 µM), for inactives: at the top dose activity change, negative = cytotoxicity, most hits filed as cytotoxic; 55,000 tested, 0.62% active; AID 903;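 further: potency means the concentration at half of the fitted maximal effect; 0% = DMSO only and -100% = full killing by 100 µM tamoxifen; nearly all actives have a fitted effect of over 55% in size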
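Cytotoxicity: H1299-neo (no p53), 32C, 24 h treatment. Concentrations up to 46 uM. Readout cellular ATP, luminescence. Normalization to DMSO basal and tamoxifen 100 uM maximal kill.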
p53null 39C kill – selectivity test: cytotoxicity in p53 null cells, nonpermissive temperature; AID 904; H1299 p53-null (neo) cells, 39C, ATPlite viability, 24 h; 55,000 tested, 0.97% active; Potency, µM (doses to about 46.1 µM), without a hit: at the highest dose activity, negative = cell killing, usual class: cytotoxic;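 further: potency means the concentration at half of the fitted maximal effect; 0% = DMSO only and -100% = full killing by 100 µM tamoxifen; nearly all actives have a fitted effect of over 50% in size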
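Temperature-shift cytotoxicity format: compound titrations on p53-null or A138V-expressing H1299 cells held 24 hr at 39C, cell ATP then measured, AC50 from Hill model.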
The depositor's hits bear a star; ? = inconclusive; / = not tested or not shown; [ ] = dose if it differs, or a comment. The call rests on the fitted dose curve; in most records, active means well fitted curve in the direction sought with a large enough effect; inconclusive means small, poorly fitted or top-dose-only effect, or another doubt; inactive means no such curve, though single readings can be large; an effect the other way counts as inactive or inconclusive.

| SMILES | GALK inh | B2AR arrestin ag | FH mod | TSG101-PTAP inh | NTMT1 inhibitor | p53null 32C tox | p53null 39C kill |
| --- | --- | --- | --- | --- | --- | --- | --- |
| COc1ccc(CNC(=O)Cn2c(=O)nc(-c3ccccc3F)c3cc(Cl)ccc32)cc1 | 3% | 0% | 3% | -4% | -3% | -1% | 12% |
| COc1ccc(C2CC(=O)Nc3c2c(=O)[nH]c2nc4ccccc4n32)cc1OC (stereo unspecified) | 7% | 0% | 3% | 0% | 2% | 0%[9.22 µM] | -15% |
| CCOC(=O)C1CCCN(c2c(C(=O)c3ccc(C)cc3)cnc3ccc(OCC)cc23)C1 (stereo unspecified) | 2% | 1% | -13% | 1% | 2% | 2% | -7% |
| CCc1cccc(NS(=O)(=O)c2ccc3c(c2)N(CC(=O)OC)C(=O)CS3)c1 | 0% | 0% | / | -2% | / | 7% | 0% |
| Cc1cccc(N2CCN(C(=O)c3cnn(-c4ccc(F)cc4F)c3C3CCN(C(=O)OC(C)(C)C)CC3)CC2)c1C | 3% | 0% | ? | -6% | -21% | 42%[activator] | 56%[activator] |
| Cc1cc(F)ccc1S(=O)(=O)Nc1cc2c(C(=O)O)c(C)oc2c2ccccc12 | 0% | 1% | 16µM* | -12% | 4% | 10% | 19% |
| COc1ccccc1CNS(=O)(=O)c1cnc(N)nc1 | -1% | 0% | 5% | -27% | 11% | -7% | 5% |
| COc1ccc(-c2noc(CN(C(=O)C(C)Oc3ccc(C)cc3)C(C)C)n2)cc1 (stereo unspecified) | -1% | 0% | -15% | -8% | 15% | 0% | ? |
| COc1ccc(NC(=O)CN2C(=O)COc3ccc(S(=O)(=O)Nc4ccccc4)cc32)cc1OC | 3% | 1% | -10% | -1% | -3% | -4% | 17% |
| CCCCNC(=O)c1ccc2c(c1)ncn2-c1cc(OC)ccc1OC | -1% | 1% | -10% | 2% | 4% | -3% | 14% |
| Cc1ccc(CNc2nc3ccc(Cl)cc3n3cnnc23)cc1 | 0% | -4% | ? | 1% | -5% | 0% | -22% |
| CCOc1ccc(CCNC(=O)Cn2nnc(-c3ccc(C(F)(F)F)cc3)n2)cc1OCC | -4% | -1% | 0% | -3% | 3% | 11% | -20% |
| Cc1ccc(C(=O)CSc2nc(C)cc(C)c2C(=O)Nc2cccc(C)c2)cc1 | 1% | -4% | -18% | -5% | 50µM* | -8% | ? |
| CCC(=O)N1CCc2cc(Br)cc(S(=O)(=O)CCC(=O)NCc3ccc(F)cc3)c21 | 7% | -2% | -3% | -4% | ? | 3% | -15% |
| CCOc1ccccc1NC(=O)CCS(=O)(=O)c1ccc2c(c1)oc(=O)n2C | 0% | 0% | ? | 0% | 0% | -6% | 28% |
| CCN(CC)c1cc(C)c2cc(NC(=O)c3cc(OC)cc(OC)c3)ccc2n1 | 0% | 0% | ? | -5% | -15% | -6% | -3% |
| Cc1ccc(CNC(=O)CCNS(=O)(=O)c2ccc3c(c2)oc(=O)n3C)cc1 | -3% | 0% | 3% | 9% | 13% | -2% | -6% |
| Cc1cc(C)c(NC(=O)Cn2nnc(C(=O)NCc3cccs3)c2N)c(C)c1 | 3% | 1% | 0% | -5% | -1% | 9% | -2% |
| O=C1CCCc2cc(S(=O)(=O)NCC3CCC(C(=O)Nc4ccccc4F)CC3)ccc2N1 (stereo unspecified) | -2% | 0% | 3% | -4% | 4% | -6% | 6% |
| COc1ccccc1Nc1c2c(nc3ccc(NC(=O)c4ccc(OC)c(OC)c4)cc13)CCCC2 | 4% | -2% | -46% | 1% | -5% | ? | 22µM* |
| Cn1nc(C(=O)Nc2ccccc2C#N)c2c1-c1ccccc1SC2 | 0% | -3% | 3% | -1% | 9% | -2% | 3% |
| CCn1cc(S(=O)(=O)c2ccc(C)cc2C)c(=O)c2cc(F)c(N3CCCC3)cc21 | 1% | 1% | -24% | 0% | 14% | 5% | -7% |
| CCSc1ncc(Cl)c(C(=O)Nc2ccc(S(=O)(=O)N3CCCCC3CC)cc2)n1 (stereo unspecified) | 3% | 0% | -6% | 3% | 12% | 15% | 28% |
| Cc1cccc(NC(=O)c2sc(-n3nc(C)c(CCC(C)C)c3C)nc2C)c1C | -7% | -4% | -6% | -1% | 6% | 3% | -14% |
| CCOC(=O)C(=O)Nc1nnc2n1CCS2 | -1% | 0% | 9% | -2% | -1% | 1% | 17% |
| COc1ccccc1NC(=O)Cn1c(=O)n(CCCCCC(=O)NCc2ccccc2)c(=O)c2sccc21 | 1% | -2% | -13% | -3% | -1% | 12% | -12% |
| Cc1c(C(=O)N2CCCC2)oc2c1-c1nn(CC(=O)NC(C)c3ccccc3)cc1CC2 (stereo unspecified) | 1% | 2% | 13% | 1% | 8% | -10% | ? |
| CCn1c(=O)c2cc(C(=O)NCCc3ccc(Cl)cc3)sc2c2ccccc21 | 6% | 1% | -11% | -2% | 4% | 0% | 0% |
| Cc1ccc(C2=Nc3ccccc3N(CC(=O)NCc3ccccc3Cl)C(=O)C2)cc1C | 0% | -1% | -13% | 0% | ? | ? | ? |
| CCc1ccc(-n2c(=O)c3cccnc3n2CC(=O)N(CC)c2cccc(C)c2)cc1 | 0% | 1% | ? | -6% | -2% | 26% | ? |

Reformatted as labelled records: part of the list above.
CCOc1ccc(CCNC(=O)Cn2nnc(-c3ccc(C(F)(F)F)cc3)n2)cc1OCC
  GALK inh = -4% | B2AR arrestin ag = -1% | FH mod = 0% | TSG101-PTAP inh = -3% | NTMT1 inhibitor = 3% | p53null 32C tox = 11% | p53null 39C kill = -20%
CCOc1ccccc1NC(=O)CCS(=O)(=O)c1ccc2c(c1)oc(=O)n2C
  GALK inh = 0% | B2AR arrestin ag = 0% | FH mod = ? | TSG101-PTAP inh = 0% | NTMT1 inhibitor = 0% | p53null 32C tox = -6% | p53null 39C kill = 28%

More entries follow.
| SMILES | GALK inh | B2AR arrestin ag | FH mod | TSG101-PTAP inh | NTMT1 inhibitor | p53null 32C tox | p53null 39C kill |
| --- | --- | --- | --- | --- | --- | --- | --- |
| Cc1ccc(NS(=O)(=O)c2ccc3[nH]c4c(c3c2)CCCCCC4)cc1C | 0% | 0% | ? | 1% | 2% | 77%[activator] | -19% |
| CCCCN(CCCC)CCCNC(=O)c1cc(-c2ccc(Cl)s2)nc2ccccc12 | -1% | 1% | -2% | -2% | -4% | 6% | -16% |
| Cc1nc2cccnc2n1C1CCN(C(=O)Nc2ccc(Cl)cc2)CC1 | -4% | 1% | -9% | -4% | 4% | -4% | -6% |
| Cc1cccc(OCC(=O)Nc2ccc(-c3nc4ccccc4o3)cc2)c1C | -1% | 0% | -2% | 24% | -13% | ? | -23% |
| Cc1ccc(CNC(=O)CCc2nc3cccnc3n2Cc2ccccc2)cc1 | 6% | 0% | -7% | -3% | 5% | -5% | -14% |
| Cc1ccc(CN(Cc2ccco2)C(=O)COc2cc(C)c(Cl)c(C)c2)cc1 | 7% | -1% | -31% | -8% | 5% | 11% | 12% |
| Cc1ccccc1C(=O)Nc1ccc2nc(SCC(=O)N3CCc4ccccc43)sc2c1 | 7% | -3% | 6% | 2% | -2% | -21% | -12% |
| COc1cccc(N2CCN(C(=O)Cn3c(-c4cccs4)cc4ccccc43)CC2)c1 | 1% | 1% | -10% | 0% | -7% | -2% | 14% |
| COc1ccc(-n2c(-c3ccco3)nc3c(cnn3-c3ccc(C)cc3)c2=O)cc1 | 9% | 0% | -20% | -1% | -15% | 33%[activator] | -10% |
| COc1cc(-c2ccno2)ccc1S(=O)(=O)N1CCN(c2ccccc2F)CC1 | -2% | -1% | -14% | -9% | 10% | -3% | 7% |
| O=C(c1cccn1-c1nnc(N2CCCCC2)s1)N1CCN(c2ccccc2)CC1 | -1% | -1% | -5% | 3% | -4% | 2% | 13% |
| Cn1c(=O)c2c(nc(N3CCOCC3)n2Cc2cccc(Br)c2)n(C)c1=O | 7% | 1% | -15% | -5% | ? | -6% | -14% |
| Cc1ccc(NC(=O)Cn2cnc3nc4c(cc3c2=O)CCCC4)cc1Cl | -5% | 2% | 1% | 1% | -2% | -3% | -16% |
| CCC(C)n1c(=N)c(C(=O)NCc2ccco2)cc2c(=O)n3cc(C)ccc3nc21 (stereo unspecified) | 4% | -1% | -5% | -11% | -17% | 10% | 13% |
| CCOc1ccccc1CNC(=O)CN1C(=O)CCCc2ccccc21 | 1% | 0% | -8% | 2% | 0% | -4% | -6% |
| COc1ccc2[nH]c(=O)c(CN(C(=O)c3cccc(Cl)c3)c3ccccc3C)cc2c1 | -11% | 5% | 0% | -2% | -25% | 3% | 20% |
| CCc1ccc(NC(=O)Cn2nc(C(F)(F)F)c3c2CCCC3)cc1 | 2% | 1% | -3% | 2% | 3% | -10% | -7% |
| Cc1ccc(-c2nnc(Nc3ccc(S(N)(=O)=O)cc3)c3ccccc23)cc1S(=O)(=O)N1CCOCC1 | -1% | 0% | -8% | -2% | 4% | -6% | 4% |
| O=C(NCCc1csc(-c2ccc(C(F)(F)F)cc2)n1)C(=O)Nc1ccc(F)c(Cl)c1 | 2% | 0% | 2% | 1% | 4% | -1% | 64%[activator] |
| CCc1ccc(NC(=O)Cn2c(=O)n(CCC(=O)NCc3ccc4c(c3)OCO4)c(=O)c3ccccc32)cc1 | 0% | 1% | -1% | 0% | 9% | 6% | 2% |
| Cc1ccccc1-n1c(SCC(=O)c2ccccc2)nnc1-c1ccc(F)cc1 | -1% | -3% | ? | -12% | -7% | 55%[activator] | 2% |
| Fc1ccc(Nc2ncnc3c2nc2n3CCCCC2)c(F)c1 | 4% | -1% | 4% | -7% | ? | -17% | -22% |
| COc1ccc(-n2ncc3c(NCCC4=CCCCC4)ncnc32)cc1 | -8% | -1% | -6% | 0% | -4% | 1% | 25% |
| O=C(Cn1nnc(-c2ccccc2Cl)n1)Nc1ccc(Br)cc1 | 0% | 0% | -3% | -3% | 0% | -11% | -23% |
| CCOC(=O)c1cnc2c(Cl)c(Cl)ccc2c1NCCN1CCOCC1 | 0% | 0% | -10% | 6% | -1% | 4% | -2% |
| COc1ccccc1-n1nc(-c2ccccc2)c2cnc3c(F)cc(F)cc3c21 | 0% | 0% | 2% | -3% | ? | -9% | 0% |
| CC(C)(C)NC(=O)Cn1cc(S(=O)(=O)Cc2ccccc2Cl)c2ccccc21 | 3% | 0% | -11% | -1% | -1% | 3% | -3% |
| CCc1ccc(NC(=O)CSc2nc3c(oc4ccccc43)c(=O)n2-c2cccc(C)c2)cc1 | 7% | -2% | -8% | -3% | 12% | 7% | -5% |
| CCOc1ccc(NC(=O)CC2C(=O)N(c3ccccc3)C(=O)N2Cc2ccc3c(c2)OCO3)cc1 (stereo unspecified) | -11% | -1% | -5% | -5% | -2% | 3% | -10% |
| O=C1Cc2cc(S(=O)(=O)N3CCCCC3)cc3c2N1CCC3 | 0% | -3% | -8% | -2% | 2% | 1% | 15% |
| COc1cc(OC)c(-c2cc(C(=O)NCc3ccc(F)cc3)c3c(-c4ccccc4)[nH]nc3n2)cc1OC | 0% | -3% | -24% | -10% | 5% | ? | ? |
| COc1ccc(C(=O)Nc2ccc(-n3nncc3-c3ccccc3)cc2)cc1OC | 2% | -1% | 10% | -7% | -4% | -2% | 7% |

Screening data from PubChem BioAssay.

The list is partial, so the mix of outcomes need not match the whole.
